Compound activity as filed in PubChem.
P. falciparum M1AAP – P. falciparum M1AAP inhibitors, biochemical, fluorogenic H-Leu-NHMec substrate, 1536-well (AID 1445); actives 0.42% (n = 220,000); inhibition, % at 30 µM; hits with a dose series show IC50 in µM; recombinant M1AAP, H-Leu-NHMec fluorogenic kinetic assay; higher % means a stronger effect;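 active means primary inhibition above the hit cutoff, then over 50% inhibition at one or more dose response concentrations, cut at about 23% in these data, passing the limit was not always enough; inconclusive means conflicting primary data, or primary hits not chosen for dose response; inactive means low primary inhibition, or under 50% at every dose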;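 further: plate controls were DMSO full reaction for no effect and no enzyme background for full effect; strong numbers were not always called active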
KOR beta-arrestin-1 – KOR agonists, beta-arrestin recruitment, primary screen, cell-based, luminescence, uHTS (AID 1777). Kappa-type opioid receptor (Homo sapiens). KOR beta-arrestin recruitment, luminescence; higher % means a stronger effect. actives 0.02% (n = 280,000). activation, % at 10 µM; hits with a dose series show EC50 in µM; in the data active means activation above about 50%, passing the limit was not always enough; further: a part of the inactive calls stands beside numbers as strong as those of hits
Dynein cargo inh – inhibitors of GR-EGFP nuclear translocation, primary screen, dynein cargo transport inhibitor project, imaging, high-content, 3617.4 mouse cells. test concentration mostly 20 µM; stimulated with dexamethasone, 1 µM; stronger effect = lower value. AID 1381, 2008. actives 0.47% (n = 220,000). z-score, hits read low;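 active means plate z-score of nuclear minus cytoplasmic receptor signal below a set negative limit, without overly bright fluorescence or cell loss, cut at about -3.5 in these data, passing the limit was not always enough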;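 further: z-score of nuclear minus cytoplasmic ring GR-EGFP intensity difference per well; some compounds called inactive have numbers as strong as hits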
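medium = tetracycline-free induction medium containing charcoal-stripped FBS | also added = 1.0 µM final dexamethasone stimulus | schedule = 48 h induction, 1 h compound, 30 min dex at 37 °C | technique = fixed, Hoechst-stained cells imaged at 10x for EGFP | measure = GR-EGFP nuclear translocation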
M17LAP inhibition – P. falciparum M17LAP inhibitors, primary screen, biochemical, fluorogenic H-Leu-NHMec substrate, 1536-well (AID 1619) | recombinant M17LAP, H-Leu-NHMec fluorogenic kinetic assay; higher % means a stronger effect | inhibition, % at 30 µM, or IC50 in µM where a hit was titrated | actives 0.38% (n = 220,000);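 active means compound inhibiting the enzyme by more than half at any dose during confirmatory dose-response retesting; inconclusive means strong single-dose inhibitors picked by rank but not retested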;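 further: plate controls were full reaction with DMSO carrier for no effect and no enzyme background for full effect; strong numbers were not always called active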
GPR55 beta-arrestin – GPR55 agonists via beta-arrestin recruitment, primary screen, imaging, U2OS cells, beta-arrestin-GFP redistribution (AID 1961); actives 0.048% (n = 290,000); one-dose activation, % at 10 µM; EC50 in µM for titrated hits; G-protein coupled receptor 55 (Homo sapiens); U2OS GPR55 beta-arrestin-GFP redistribution imaging; higher % means a stronger effect;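 active means activation above 40% with more than 50 cells counted in the well; inconclusive means wells holding fewer than 50 cells, flagged as toxic or sparse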;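 further: U2OS osteosarcoma cells stably expressing GPR55 and beta-arrestin-GFP; plate controls were DMSO negative control for no effect and LPI positive control for full effect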
NOD2 inhibition – NOD2 signaling inhibitors, cell-based, luminescence, uHTS, HEK293 (AID 1566). one-dose inhibition, % at 4 µM; EC50 in µM for titrated hits. HEK293 NOD2/NF-kB luciferase reporter, luminescence; higher % means a stronger effect. actives 0.63% (n = 290,000); further: many of its hits are not listed in these tables
AID2073 – inhibitors of Mint1-CaV2.2 protein interaction, biochemical, HTRF (AID 2073); HTRF protein-protein interaction, Mint1-CaV2.2; higher % means a stronger effect; actives 0.19% (n = 290,000); one-dose inhibition, % at 20 µM; IC50 in µM for titrated hits; Voltage-dependent N-type calcium channel subunit alpha-1B (Homo sapiens); in the data active means inhibition mostly above about 51%, no sharp cut-off; inconclusive means no clear call, values can overlap the other calls; inactive means mostly below about 53%; further: some results filed as inactive read as strong as hits
NOD1 inhibition – NOD1 signaling inhibitors, primary screen, cell-based, luminescence, uHTS (AID 1578); actives 1% (n = 290,000); NOD1-driven NF-kB luciferase reporter cells, luminescence; higher % means a stronger effect; one-dose inhibition, % at 4 µM; EC50 in µM for titrated hits; in the data active means inhibition mostly above about 36%, no sharp cut-off; inactive means mostly below about 34%;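 further: HEK-293T reporter cells stimulated with the NOD1 agonist gamma-tri-DAP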
KOR beta-arrestin-2 – KOR antagonists, beta-arrestin recruitment, cell-based, luminescence, uHTS (AID 1778); Kappa-type opioid receptor (Homo sapiens); KOR beta-arrestin recruitment, luminescence, antagonist mode; higher % means a stronger effect; one-dose inhibition, % at 10 µM; IC50 in µM for titrated hits; actives 0.091% (n = 290,000); further: strong numbers were not always called active
Dynein cargo inh cytoplasmic EGFP – second read-out of Dynein cargo inh, no call of its own (marks repeat the call); z-score; measured here: cytoplasmic GR-EGFP intensity; stronger effect = higher value
Dynein cargo inh nuclear GR-EGFP – second read-out of Dynein cargo inh, no call of its own (marks repeat the call); z-score; measured here: nuclear GR-EGFP intensity;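 lower value marks the stronger effect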
Dynein cargo inh cell count – also measured in Dynein cargo inh; calls as there; z-score; measured here: cell count per field
Starred values were filed as active, the others as inactive; u = inconclusive; x = not tested or not shown; [ ] = another dose, or the depositor's remark. Unless noted, no stated cut-off is given here; in the data, active means inhibition above about 50%; inactive means the rest. Only part of the results is shown. The share of hits here may be higher or lower than overall.

structure	P. falciparum M1AAP	KOR beta-arrestin-1	Dynein cargo inh	Dynein cargo inh cytoplasmic EGFP	Dynein cargo inh nuclear GR-EGFP	Dynein cargo inh cell count	M17LAP inhibition	GPR55 beta-arrestin	NOD2 inhibition	AID2073	NOD1 inhibition	KOR beta-arrestin-2
Cc1ccc(S(=O)(=O)N2CCN(C(=O)CN3CCc4ccccc4C3)CC2)cc1	7%	x	0.74	-0.33	0.53	-0.069	5%	-0.1%	-7%	-1%	-12%	-52%
Cc1cc(C)c(S(=O)(=O)N2CCCOC2CNC(=O)C(=O)NCc2cccs2)c(C)c1 (stereo not drawn)	5%	5.9%	-0.96	-0.33	-0.79	1.3	11%	-0.4%	15%	-4%	-4%	27%
O=[N+]([O-])c1ccccc1/C=N\N1CCN(c2ccccc2)CC1	5%	3.0%	-0.75	-0.27	-0.19	1	-6%	-0.2%	-29%	-17%	-36%	-14%
O=C(c1ccc2ncsc2c1)N1CCCCC1	x	-5.7%	x	x	x	x	x	0.8%	-2%	7%	7%	26%
COc1ccccc1CNC(=O)CSc1nc2ccccc2c(=O)n1CCCN1CCOCC1	0%	-3.0%	-0.54	-0.14	-0.19	0.14	-3%	-0.1%	10%	-12%	-23%	-9%[20 µM]
CCS(=O)(=O)N1CCC(C(=O)NCCCN2CCCCCC2)CC1	8%	-3.8%	-0.19	0.0013	0.19	0.51	-12%	-0.2%	9%	-8%	-1%	-22%
CN(C)Cc1ccccc1C(O)(c1ccccc1)c1ccccc1	x	1.0%	x	x	x	x	x	0.3%	-9%	1%	-9%	-38%[20 µM]
CCOCCc1nnc(NC(=O)COC)s1	-10%	-0.7%	0.47	-0.29	0.14	0.75	6%	-0.1%	1%	2%	-2%	-22%
CC(C)(C)[C@@H]1C=C(C(=O)Nc2ccccc2)O[C@H](OCc2ccc(CO)cc2)C1	14%	0.7%	0.1	0.0054	0.37	-0.41	0%	0.6%	19%	-8%	-15%	-10%
C=CCn1c(SCc2cccc(F)c2)nc2cc(C(=O)N3CCC(C(N)=O)CC3)ccc2c1=O	2%	4.2%	3.3	-0.19	1.1	-1.4	11%	0.5%	18%	-2%	-25%	-7%
c1ccc2c(Nc3nnc(-c4ccncc4)s3)cccc2c1	11%	4.0%	-0.81	-0.09	0.26	1.6	9%	-0.1%	-60%	8%	x	-36%
CC(C)(C)NC(=O)C(=O)NNC(=O)C12CC3CC(CC(C3)C1)C2	13%	3.3%	-0.7	-0.18	0.13	1.1	8%	-0.2%	8%	-5%	-15%	-14%
CCOC(=O)N1CCN(C(=O)C2CCN(S(=O)(=O)c3ccc(NC(C)=O)cc3)CC2)CC1	x	6.3%	x	x	x	x	x	-0.1%	-18%	3%	-31%	-30%
CCc1ccccc1N(C(C)=O)c1nc(CCl)cs1	2%	-3.7%	-0.41	-0.094	0.012	-0.63	0%	-0.1%	5%	-5%	-18%	2%
O=C1CC(N(CCc2ccccc2)C(=S)Nc2ccccc2)C(=O)N1c1ccccc1 (stereo not drawn)	-1%	-2.4%	0.21	0.07	0.32	-0.28	5%	-0.4%	-144%	-2%	-38%	1%
O=C(CSc1nnc(NC(=O)c2c(F)cccc2F)s1)NC1CC1	x	3.8%	x	x	x	x	x	-0.4%	9%	4%	-16%	-37%
CCOc1cc(C)c(Cl)cc1S(=O)(=O)NCCOC	-7%	1.4%	-0.31	-0.29	-0.51	0.11	-2%	-0.2%	13%	-2%	2%	-33%
COc1cc(NC(=O)c2cccnc2SC)cc(OC)c1	2%	-4.1%	0.72	0.051	0.58	0.16	0%	-0.2%	16%	2%	-32%	16%
Cc1ccc(S(=O)(=O)N/N=C2/CC(c3ccccc3)Oc3ccccc32)cc1 (stereo not drawn)	4%	2.1%	-0.54	-0.19	-0.49	-0.12	-13%	-0.1%	17%	1%	10%	-4%
COC(=O)c1ccc(NC(=O)CN2CCCC2)cc1	-1%	1.9%	-1.1	-0.14	-0.42	0.34	0%	-0.1%	-4%	-2%	x	-16%
O=C(Cc1coc2ccc3ccccc3c12)NC1CCCc2ccccc21 (stereo not drawn)	-2%	6.6%	-0.69	-0.22	-0.24	2.3	19%	0.1%	-6%	7%	3%	-19%
CC(=O)Nc1ccc(NC(=O)CCNS(=O)(=O)c2cccc3nsnc23)cc1	4%	-1.7%	0.096	-0.28	-0.29	-0.37	0%	0.2%	10%	2%	-29%	16%
COCCCn1c(Cc2csc(Nc3ccccc3)n2)nnc1SCC(N)=O	5%	4.2%	-0.33	-0.18	0.2	-0.82	12%	0.3%	-18%	-14%	-28%	6%
COc1cc(OC)c(S(=O)(=O)Nc2ccccc2N2CCCCC2)cc1NC(C)=O	-1%	3.9%	-0.59	-0.26	0.11	0.057	12%	-0.1%	-3%	-4%	-9%	-4%
CCOc1ccccc1OCC(=O)Nc1nnc(C)s1	1%	-0.3%	-1.1	0.099	-0.44	0.74	4%	0.2%	11%	2%	-13%	6%
Cc1nc2ccc(Br)cn2c1C(=O)N/N=C\c1ccc(C(C)C)cc1	x	2.4%	x	x	x	x	x	-0.2%	-7%	8%	11%	-131%[20 µM]
CCOc1ccc(C(=O)N[C@H](C(=O)Nc2ccccc2OC)C(C)C)cc1	x	-3.6%	x	x	x	x	x	-0.2%	12%	1%	-22%	15%
CCOc1ccc(-c2c(C(=O)N/N=C/C3CCCCC3)nnn2-c2nonc2N)cc1	x	0.8%	x	x	x	x	x	-0.1%	5%	1%	-9%	-76%
COc1ccc(C2C(C(=O)NCc3ccco3)CCC(=O)N2c2ccc(OC)cc2)cc1 (stereo not drawn)	-1%	4.0%	0.44	-0.32	0.6	0.24	4%	0.0%	8%	-7%	-6%	-5%
Cc1c(NC(=O)Nc2ccccc2)c(=O)n(-c2ccccc2)n1C	x	-5.3%	x	x	x	x	x	0.6%	-6%	12%	0%	8%
COc1cc(OC)cc(C(=O)N2CCN(Cc3ccccc3Br)CC2)c1	x	7.9%	-0.69	-0.23	-0.092	0.35	x	-0.1%	9%	-8%	-17%	-7%[20 µM]
O=C(CN1C(=O)CSC1=O)Nc1ccccc1N1CCOCC1	-1%	2.0%	0.58	-0.2	0.47	0.35	2%	0.3%	7%	-5%	-11%	2%
Cc1ccc(-n2cccc2/C=C2/C(=N)N3C(=NC2=O)SN=C3S(C)(=O)=O)cc1	u	-0.1%	-0.36	-0.17	-0.17	0.51	26%	-0.5%	14%	75%	21%	-22%
COc1ccc(N2CCN(CC(=O)NC(C)c3ccccc3)CC2)cc1 (stereo not drawn)	x	-1.8%	x	x	x	x	x	-0.4%	8%	4%	-34%	-72%[20 µM]
CN(C)S(=O)(=O)c1ccc2oc(SCC(=O)Nc3ccccc3F)nc2c1	7%	-2.6%	0.14	-0.1	0.39	-1	0%	0.3%	-50%	1%	-49%	22%
CCc1ccc(S(=O)(=O)Nc2c(C)nc3nc[nH]n3c2=O)cc1	x	3.4%	x	x	x	x	x	0.3%	11%	-8%	-11%	-16%
Cc1ccccc1S(=O)(=O)Cc1ccc(C(=O)N2CCN(c3ccccc3F)CC2)o1	x	0.4%	x	x	x	x	x	-0.2%	10%	-2%	21%	-19%
O=C(/C=C/c1ccccc1)NC(=S)Nc1ccc(CN2CCOCC2)cc1	2%	6.5%	0.19	-0.2	0.25	-0.52	-4%	-0.4%	18%	-12%	23%	19%
CCCCC1CCC(C(=O)NC2CCS(=O)(=O)C2)CC1 (stereo not drawn)	2%	-3.3%	-0.45	-0.24	-0.23	0.88	11%	-0.3%	17%	3%	-14%	28%
O=C(CCc1ccccc1)Nc1cccnc1Cl	6%	-1.1%	-1.3	-0.28	-0.59	1.3	3%	-0.1%	-4%	1%	-2%	-24%
CC1=C(C(=O)OC(C)C)C(c2ccsc2)NC(=O)N1C (stereo not drawn)	0%	-3.2%	-0.41	-0.21	0.14	-0.75	-22%	0.4%	20%	-5%	-12%	-8%
CCC(C)C(NC(N)=O)C(=O)Nc1ccc(S(=O)(=O)Nc2ccc(OC)cc2)cc1 (stereo not drawn)	-2%	-3.5%	2.4	-0.31	1.2	-0.83	-6%	0.2%	14%	5%	-24%	-4%
NC(=O)CSc1nnc(Cn2c(=O)sc3ccccc32)n1-c1cccc(Cl)c1	9%	-5.3%	-0.95	-0.2	-0.19	1.2	-4%	0.0%	-7%	14%	-30%	9%
Cc1sc(N)c(C(=O)c2ccccc2Cl)c1C	-1%	x	1.2	-0.094	0.71	-1.8	2%	0.2%	9%	-9%	-17%	-71%[20 µM]
CN=C1SC(C(=O)Nc2ccccc2Cl)CC(=O)N1c1ccc(OC(F)(F)Cl)cc1 (stereo not drawn)	2%	0.4%	-0.19	-0.23	0.12	0.11	-5%	-0.5%	8%	10%	-21%	23%
O=C(CN1C(=O)CCS(=O)(=O)c2ccccc21)NCCc1ccccc1	x	-6.2%	x	x	x	x	x	-0.2%	10%	-7%	-34%	8%
COc1ccc(OCC(=O)Nc2cccc3ncccc23)cc1	1%	-3.7%	0.48	-0.2	0.11	1.3	-4%	0.2%	-9%	-2%	-24%	24%
O=C(CSc1nnnn1-c1ccc(F)cc1)NNC(=O)c1ccco1	1%	-1.3%	-0.062	-0.24	0.52	-0.22	0%	-0.1%	5%	-2%	-9%	18%
O=C(Nc1nnc(SCc2cccnc2)s1)C1CC(=O)N(c2ccccc2)C1 (stereo not drawn)	x	3.2%	x	x	x	x	x	0.3%	-13%	4%	-22%	2%
